High-throughput results as filed in PubChem.
IL-2 act: IL-2 activation; IL-2 activation reporter assay, cell-based qHTS; stimulated with anti-CD3/CD4/CD28 beads; in transgenic mouse T cells; activation, % (series mostly up to about 46 µM); 0.065% of 360,000 active; AID 652025; in the data active = activation above about 50%; inconclusive = mostly about 30% to 49%; also: 0% is about no effect
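First, unstimulated transgenic mouse T cells were exposed to compound for 60 min. Next, anti-CD3/anti-CD4-coated beads with anti-CD28 were added. Finally, after 18 h at 37 degrees C, EGFP and DsRed were imaged.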
WRN inhibitor: WRN helicase (human) inhibition; Q14191; WRN helicase unwinding, fluorescent forked duplex, kinetic; Potency, µM (titrated, usually from 114 µM), without a hit: at the highest dose activity change, negative = inhibition, hits mostly inhibitors; 0.46% of 360,000 active; AID 651768; also: potency is read from the fitted curve at half-maximal effect; % is scaled to controls: 0 for no effect and ±100 for the full control effect; nearly all actives have a fitted effect of over 55% in size
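Kinetic red-fluorescence monitoring (525/598 nm) tracks WRN helicase activity after 100 nM fluorophore-quencher forked duplex and 2 mM ATP are added to 20 nM enzyme pretreated 15 min at room temperature with compound.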
EPAC1 antag: blocks human EPAC1 exchange factor. O95398. EPAC1 GEF assay, Rap1b-BODIPY-GDP exchange fluorescence. Potency, µM (highest dose often 115 µM), for the others: at the highest dose activity change, negative = inhibition, actives largely listed as inhibitors. 0.14% of 360,000 active. AID 720709;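 also: potency is read from the fitted curve at half-maximal effect; plate controls were vehicle for no effect and positive control for full effect; nearly all actives have a fitted effect of over 50% in size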
aSyn rescue: alpha-synuclein toxicity inhibition in yeast; 0.14% of 370,000 active; AID 652106; Potency, µM (top dose mostly 46.1 µM), for the others: at the highest dose growth rescue (activation), usual class: activators; Yeast expressing alpha-synuclein, growth rescue, BacTiter-Glo, 24 h; also: potency is read from the fitted curve at half-maximal effect; % of control where 0% means no effect; nearly all actives have a fitted effect of over 65% in size
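Screening used galactose-induced yeast with toxic alpha-synuclein levels, exposed to compound for 24 hr at 30 deg C. Cell growth, read with BacTiter-Glo luminescence, gave the measured signal.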
Abeta rescue: A-beta toxicity reversal in yeast; yeast expressing A-beta42, growth rescue, OD600, 48 h; response scale: 0% DMSO, 100% iron-clioquinol control; Potency, µM (highest dose often 46.1 µM), without a hit: at the highest dose growth rescue, most hits filed as activators; 0.063% of 410,000 active; AID 1347071; also: potency is read from the fitted curve at half-maximal effect; nearly all actives have a fitted effect of over 55% in size
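Yeast growth medium received pinned compounds, then yeast cells expressing toxic A-beta were added; plates incubated at 30 C for 48 hr. Growth read as absorbance at 600 nm, normalized to DMSO and equimolar FeCl3 plus clioquinol controls.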
PI5P4K alpha inh: blocks human PI5P4K alpha kinase activity; P48426; PI5P4Kalpha enzyme, ADP-Glo luminescence, 60 min; active compounds read low; max response, %; 1.2% of 330,000 active; AID 652105; active = max response of -50% or lower; inconclusive = between -30% and -50%; inactive = -30% or higher; also: value at the top dose of about 77 µM; % is scaled to controls: 0 for no effect and ±100 for the full control effect
Target sequence (P48426 whole entry, looked up): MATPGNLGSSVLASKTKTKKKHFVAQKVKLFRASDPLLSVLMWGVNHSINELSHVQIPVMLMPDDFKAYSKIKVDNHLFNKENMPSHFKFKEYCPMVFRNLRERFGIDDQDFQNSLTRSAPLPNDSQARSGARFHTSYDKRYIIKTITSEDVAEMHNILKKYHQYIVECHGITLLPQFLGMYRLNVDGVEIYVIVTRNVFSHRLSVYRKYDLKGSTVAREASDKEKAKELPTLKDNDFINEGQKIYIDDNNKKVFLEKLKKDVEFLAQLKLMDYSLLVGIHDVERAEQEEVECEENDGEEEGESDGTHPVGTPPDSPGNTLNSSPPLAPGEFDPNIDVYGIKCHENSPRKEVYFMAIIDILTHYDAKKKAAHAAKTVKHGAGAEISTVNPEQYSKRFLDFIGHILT
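Reactions run in 0.038 M HEPES pH 7.4, 0.28 mM EGTA, 0.1% CHAPS and 5% DMSO, with PI5P4Kalpha, substrate, compound and 5 microM ATP final, one hour at room temperature. Readout is ADP-Glo luminescence.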
EPAC1 agonist: agonists of human EPAC1; EPAC1 agonist qHTS, biochemical assay; response scale: 100% = response to 6.5 mM cAMP; Potency, µM (titrated, usually from 154 µM), without a hit: top-dose activation, most hits filed as activators; 0.073% of 360,000 active; AID 720707; also: potency is read from the fitted curve at half-maximal effect; nearly all actives have a fitted effect of over 60% in size
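Nucleotide exchange by EPAC1 (100 nM) on Rap1B–BODIPY-GDP (250 nM) in the presence of 50 uM GDP is tracked fluorescently at 480/540 nm over 30 min. Signals are normalized to a 6.5 mM cAMP control.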
FUS suppressor: rescues growth of FUS-expressing yeast | S. cerevisiae FUS-expressing, growth rescue, OD600, 24 h | 0.24% of 390,000 active | Potency, µM (doses to about 76.6 µM), for the others: at the highest dose growth rescue (activation), most hits filed as activators;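 also: potency is read from the fitted curve at half-maximal effect; plate controls were DMSO vehicle for no effect and reference control for full effect; nearly all actives have a fitted effect of over 55% in size; some results filed as inactive show a strong effect at the top dose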
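Yeast FUS proteinopathy model; galactose-induced FUS (2%), starting OD 0.005. Cpds in dilution series, 24hr, 30C, 99% humidity. Abs 600 nm growth. Pos ctrl CP55940 (top 92uM final); neg ctrl DMSO.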
PLK1 PBD block: blocks phosphopeptide binding to human PLK1 polo-box domain | P53350 | Plk1 PBD binding of FITC phosphopeptide, fluorescence polarization | Potency, µM, for the others: max response, negative = inhibition, usual class: inhibitors | 2.8% of 360,000 active | AID 720504; also: potency is read from the fitted curve at half-maximal effect; series mostly up to about 57 µM; % is scaled to controls: 0 for no effect and ±100 for the full control effect; nearly all actives have a fitted effect of over 65% in size
* marks the source's active call; other numbers are inactive results; ? = inconclusive; · = not tested or not shown; [ ] = dose if it differs, or a comment. Unless noted, calls follow the shape of the dose curve; as a rule, active = well fitted curve in the direction sought with a large enough effect; inconclusive = small, poorly fitted or top-dose-only effect, or another doubt; inactive = no such curve, though single readings can be large; an effect the other way counts as inactive or inconclusive.

SMILES | IL-2 act | WRN inhibitor | EPAC1 antag | aSyn rescue | Abeta rescue | PI5P4K alpha inh | EPAC1 agonist | FUS suppressor | PLK1 PBD block
CCc1c(C(=O)NCCc2cccc(C)c2)[nH]c(C)c1C(C)=O | -0.8 | -2.2% | -0.8% | 2.8% | -17.0% | -1.4 | 4.0% | ? | -2.6%
Cc1nc2c(C)c(C)c(C)c(C)c2nc1C | 0.9 | 2.8% | 5.7% | 0.7% | -5.5% | 4.0 | 5.3% | -16.4% | 1.7%
COc1cccc(/C=C/C(=O)OCC(=O)NCc2ccco2)c1 | 0.0 | -21.0% | -27.4% | 1.8% | -1.6% | -53.2* | -3.7% | · | -25.3%
Cc1ccc(NC(=O)C(C)OC(=O)c2ccc(NC(=O)CC#N)cc2)cc1S(=O)(=O)N1CCOCC1 (stereo unspecified) | 1.1 | ? | -1.0% | -2.6% | -11.2% | ? | 1.5% | 14.1µM* | -12.9%
CSc1cccc(NC(=S)Nc2cc(C)ccc2C)c1 | -0.8 | -1.6% | -18.2% | 3.3% | ? | -2.8 | 11.1% | 12.5% | -7.2%
CN(CCNC(=O)c1ccc(CS(=O)(=O)c2c(Cl)cccc2Cl)o1)CCc1ccccc1 | -1.9 | -6.1% | -3.5% | -1.2% | -4.5% | 6.1 | 10.1% | -20.6% | -22.4%
O=C(c1ccc(-c2cccc(C(F)(F)F)c2)o1)N1CCOCC1 | -1.3 | -9.3% | 0.0% | -6.1% | 8.0%[9.22 µM] | 2.9 | -5.7% | -27.4% | -2.3%
COC(CN(C)C(=O)c1ccc(CS(=O)(=O)c2ccccc2C)o1)OC | -0.7 | 3.1% | -13.0% | 3.3% | 0.5% | 2.6 | -11.1% | 14.2% | 0.9%
Cn1c(=O)oc2cc(S(=O)(=O)N3CCC(C(=O)N4CCc5ccccc5C4)CC3)ccc21 | -2.0 | 7.3% | 0.3% | -3.3% | -18.9% | 5.1 | -12.0% | -10.1% | 0.2%
O=S(=O)(NCc1ccccn1)c1ccc(Cl)c(C(F)(F)F)c1 | -0.2 | 3.7% | 9.9% | 0.6% | 4.2% | 0.2 | -2.1% | 0.8% | 3.1%
O=C(CCc1cccc(Cl)c1)N1CCCC(Nc2ccccc2)C1 (stereo unspecified) | -3.4 | -8.8% | -2.6% | 11.9% | 9.6% | 13.1 | 3.4% | ? | -2.9%
Cc1ccc(OCCNC(=O)c2ccccc2F)cc1 | -1.7 | 0.4% | -2.8% | 5.7% | -7.2% | 10.0 | 5.7% | 11.3% | -4.2%
Cc1ccc(OCc2nnc(-c3ccc(Cl)cc3)o2)cc1 | 0.5 | -7.4% | ? | 16.1% | 1.6% | 16.0 | 19.2% | -4.2% | -3.5%
O=C(O)c1sccc1SCc1ccc(Cl)cc1Cl | 2.0 | -35.8% | -22.4% | 9.4% | 11.5% | -21.9 | 2.7% | 4.8% | ?
Nc1ccc(S(=O)(=O)Nc2nccc(/C=C/c3ccc(Cl)cc3Cl)n2)cc1 | -3.3 | -1.3% | 23.4% | -0.8% | 5.7% | -17.4 | 4.9% | 12.5% | -12.8%
COc1ccc(F)cc1S(=O)(=O)Nc1ccc2c(c1)OCCO2 | -3.9 | -1.4% | -9.9% | 1.9% | -12.4% | -12.8 | -4.7% | -9.0% | -4.8%
O=C(N/N=C/c1ccncc1)c1ccccc1OCc1ccc(Br)cc1 | -5.0 | -15.3%[57.1 µM] | -30.0% | 25.7% | 2.0% | 1.3 | 11.0% | 13.7% | -0.7%
COc1cc(OC)c2c(-c3ccccc3)cc(=O)oc2c1C(CCN1CCCC(C)C1)c1ccc2c(c1)OCO2 (stereo unspecified) | -0.6 | -6.2% | 4.1% | -0.1% | 7.5% | 1.6 | -1.8% | 34.8% | 4.2%
CC(C)[C@H](NS(=O)(=O)/C=C/c1ccccc1)C(=O)OCC(=O)NC(N)=O | 0.4 | 2.3% | 0.9% | 3.0% | -2.7% | 0.1 | 1.2% | -1.7% | -10.7%
Cc1cc(C(=O)NNC(=O)CCCCC(=O)NNC(=O)c2cc(C)[nH]n2)n[nH]1 | 0.0 | -6.7% | 10.1% | 3.3% | -0.2% | -3.9 | 3.4% | · | -4.4%
CCCn1c(C)cc(/C=C(\C#N)C(=O)OCC(=O)NC(=O)NC(C)(C)C)c1C | -2.7 | -25.1% | -2.0% | -5.3% | -16.1% | 2.9 | 3.2% | · | -7.3%
CC(C)C1N=C2c3ccccc3N=C(SCC(=O)NCCc3ccc(S(N)(=O)=O)cc3)N2C1=O (stereo unspecified) | 1.3 | 1.9% | -2.5% | -3.1% | -9.5% | -0.5 | 1.8% | 3.1% | -11.2%
Cc1ccc(-c2nc3c(C)cc(Br)cn3c2Cc2ccsc2)cc1 | 0.7 | -14.2% | -3.4% | 1.3% | -2.4% | -16.8 | 3.4% | 29.0% | -28.6%
CC(C)OCCCNC(=O)Cc1ccc(Br)cc1 | 0.0 | -7.2%[57.1 µM] | -20.5% | 0.9% | -11.9% | 2.9 | -4.7% | 6.5% | 6.7%
Cn1c2ccccc2c2nnc(SCC(N)=O)nc21 | -0.5 | 2.8% | -9.1% | -4.3% | -16.7% | -1.3 | 4.0% | -7.1% | -15.4%
CC(C)COC(=O)N1C[C@H](O)C[C@H]1C(=O)Nc1ccc(Cl)cc1 | -5.9 | -5.8% | -13.3% | 3.1% | 9.2% | -4.8 | -10.6% | 17.8% | 8.1%
Cc1ccc(S(=O)(=O)N(C)CC(=O)N2CCCCCCC2)cc1 | -0.8 | 0.5% | -17.9% | 1.1% | 10.1% | -1.2 | 2.4% | -1.9% | -10.2%

10 compounds out of the list, sorted by length of the SMILES, ascending:
SMILES | IL-2 act | WRN inhibitor | EPAC1 antag | aSyn rescue | Abeta rescue | PI5P4K alpha inh | EPAC1 agonist | FUS suppressor | PLK1 PBD block
Cn1c2ccccc2c2nnc(SCC(N)=O)nc21 | -0.5 | 2.8% | -9.1% | -4.3% | -16.7% | -1.3 | 4.0% | -7.1% | -15.4%
COc1ccc(F)cc1S(=O)(=O)Nc1ccc2c(c1)OCCO2 | -3.9 | -1.4% | -9.9% | 1.9% | -12.4% | -12.8 | -4.7% | -9.0% | -4.8%
Cc1ccc(-c2nc3c(C)cc(Br)cn3c2Cc2ccsc2)cc1 | 0.7 | -14.2% | -3.4% | 1.3% | -2.4% | -16.8 | 3.4% | 29.0% | -28.6%
O=C(N/N=C/c1ccncc1)c1ccccc1OCc1ccc(Br)cc1 | -5.0 | -15.3%[57.1 µM] | -30.0% | 25.7% | 2.0% | 1.3 | 11.0% | 13.7% | -0.7%
CC(C)COC(=O)N1C[C@H](O)C[C@H]1C(=O)Nc1ccc(Cl)cc1 | -5.9 | -5.8% | -13.3% | 3.1% | 9.2% | -4.8 | -10.6% | 17.8% | 8.1%
Nc1ccc(S(=O)(=O)Nc2nccc(/C=C/c3ccc(Cl)cc3Cl)n2)cc1 | -3.3 | -1.3% | 23.4% | -0.8% | 5.7% | -17.4 | 4.9% | 12.5% | -12.8%
CCCn1c(C)cc(/C=C(\C#N)C(=O)OCC(=O)NC(=O)NC(C)(C)C)c1C | -2.7 | -25.1% | -2.0% | -5.3% | -16.1% | 2.9 | 3.2% | · | -7.3%
Cc1cc(C(=O)NNC(=O)CCCCC(=O)NNC(=O)c2cc(C)[nH]n2)n[nH]1 | 0.0 | -6.7% | 10.1% | 3.3% | -0.2% | -3.9 | 3.4% | · | -4.4%
CC(C)C1N=C2c3ccccc3N=C(SCC(=O)NCCc3ccc(S(N)(=O)=O)cc3)N2C1=O (stereo unspecified) | 1.3 | 1.9% | -2.5% | -3.1% | -9.5% | -0.5 | 1.8% | 3.1% | -11.2%
COc1cc(OC)c2c(-c3ccccc3)cc(=O)oc2c1C(CCN1CCCC(C)C1)c1ccc2c(c1)OCO2 (stereo unspecified) | -0.6 | -6.2% | 4.1% | -0.1% | 7.5% | 1.6 | -1.8% | 34.8% | 4.2%
